CCT chaperon mod: High-Throughput Screening for Modulators of Cytosolic Chaperonin Activity; purified chaperonin ATPase assay, HTRF ADP detection, 30 min; AID 651819, 2012; activity change, % (test concentration not listed), hits read low; actives 0.3% (n = 360,000); in the data active = activity change below about -30%; note: % is set by controls: 0 for no effect and ±100 for the full control effect
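TRiC (40 or 20 nM final, by batch activity) in 30 mM Tris pH 7.4, 100 mM KCl, 5 mM MgCl2, 1 mM DTT was treated with compound at 76 uM single dose, then 10 uM ATP, 30 min at 37 °C. ADP was read by HTRF Transcreener.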
PLK1 PBD block: qHTS for Inhibitors of PLK1-PDB (polo-like kinase 1 - polo-box domain): Primary Screen; Potency, µM, inactives show max response, negative = inhibition, most hits filed as inhibitors; actives 2.8% (n = 360,000); Plk1 PBD binding of FITC phosphopeptide, fluorescence polarization; note: potency is the fitted concentration of half-maximal effect; series mostly up to about 57 µM; % is set by controls: 0 for no effect and ±100 for the full control effect; nearly all actives have a fitted effect of over 65% in size
Target sequence (P53350 whole entry, looked up, the tested form may be a part): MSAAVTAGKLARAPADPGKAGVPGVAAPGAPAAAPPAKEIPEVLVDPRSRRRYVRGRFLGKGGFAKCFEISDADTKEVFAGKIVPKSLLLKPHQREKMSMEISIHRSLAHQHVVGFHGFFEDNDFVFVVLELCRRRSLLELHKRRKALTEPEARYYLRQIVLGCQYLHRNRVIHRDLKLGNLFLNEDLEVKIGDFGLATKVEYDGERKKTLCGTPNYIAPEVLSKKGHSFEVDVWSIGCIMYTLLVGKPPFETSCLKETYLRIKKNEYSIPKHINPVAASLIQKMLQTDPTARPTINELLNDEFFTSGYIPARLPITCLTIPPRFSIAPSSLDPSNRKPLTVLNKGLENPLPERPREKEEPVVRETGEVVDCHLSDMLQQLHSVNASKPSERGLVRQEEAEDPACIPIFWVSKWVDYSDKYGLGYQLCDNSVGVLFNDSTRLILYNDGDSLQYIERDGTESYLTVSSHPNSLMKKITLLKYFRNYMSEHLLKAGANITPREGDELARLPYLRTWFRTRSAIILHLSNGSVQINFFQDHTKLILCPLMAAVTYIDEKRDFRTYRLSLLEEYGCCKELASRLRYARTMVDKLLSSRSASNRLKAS
MmCpn inh: Inhibitors of TCP-1 ring complex (TRiC) of Methanococcus maripaludis (MmCpn): qHTS | Potency, µM (highest dose often 76.9 µM), without a hit: at the highest dose activity, negative = inhibition, hits mostly inhibitors | purified Mm-Cpn ATPase, ADP Transcreener TR-FRET | Chaperonin Mm-Cpn (Methanococcus maripaludis) | actives 0.031% (n = 330,000); note: potency is the fitted concentration of half-maximal effect; % is set by controls: 0 for no effect and ±100 for the full control effect; nearly all actives have a fitted effect of over 80% in size
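ATPase turnover read by TR-FRET ADP competition (Eu cryptate antibody/ADP-d2, 665/590 nm): 10uM ATP final, 25nM Mm-CPN final, 30 min 37degC after 10-min compound preincubation, pH 7.4 Tris/KCl/MgCl2/DTT buffer.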
EPAC1 antag: qHTS for Antagonist of cAMP-regulated guanine nucleotide exchange factor 3 (EPAC1): primary screen; EPAC1 GEF assay, Rap1b-BODIPY-GDP exchange fluorescence; Potency, µM (top dose mostly 115 µM), for the others: at the top dose activity change, negative = inhibition, most hits filed as inhibitors; actives 0.14% (n = 360,000);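 note: potency is the fitted concentration of half-maximal effect; plate controls were vehicle for no effect and positive control for full effect; nearly all actives have a fitted effect of over 50% in size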
EPAC1 agonist: qHTS for Agonist of cAMP-regulated guanine nucleotide exchange factor 3 (EPAC1): primary screen; EPAC1 agonist qHTS, biochemical assay; response scale: 100% = response to 6.5 mM cAMP; Potency, µM (highest dose often 154 µM), without a hit: at the highest dose activation, usual class: activators; actives 0.073% (n = 360,000); AID 720707, 2013; note: potency is the fitted concentration of half-maximal effect; nearly all actives have a fitted effect of over 60% in size
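Nucleotide exchange by EPAC1 (100 nM) on Rap1B–BODIPY-GDP (250 nM) in the presence of 50 uM GDP is tracked fluorescently at 480/540 nm over 30 min. Signals are normalized to a 6.5 mM cAMP control.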
WRN helicase inh: qHTS for Inhibitors of WRN Helicase. Bifunctional 3'-5' exonuclease/ATP-dependent helicase WRN (Homo sapiens), Q14191. WRN helicase unwinding, fluorescent forked duplex, kinetic. Potency, µM (doses to about 114 µM), for the others: top-dose activity change, negative = inhibition, most hits filed as inhibitors. actives 0.46% (n = 360,000); note: potency is the fitted concentration of half-maximal effect; % is set by controls: 0 for no effect and ±100 for the full control effect; nearly all actives have a fitted effect of over 55% in size
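Kinetic fluorescence helicase assay: unwinding of a quenched forked DNA duplex (100 nM final) with 2 mM ATP final raises red fluorescence (525/598 nm). Compounds sat 15 min at room temperature with 20 nM WRN beforehand.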
PI5P4Ka inh: qHTS for Inhibitors of phosphatidylinositol 5-phosphate 4-kinase (PI5P4K); Phosphatidylinositol 5-phosphate 4-kinase type-2 alpha (Homo sapiens), P48426; max response, %; PI5P4Kalpha enzyme, ADP-Glo luminescence, 60 min; active compounds read low; AID 652105, 2013; actives 1.2% (n = 330,000); active = max response of -50% or lower; inconclusive = between -30% and -50%; inactive = -30% or higher; note: value at the top dose of about 77 µM; % is set by controls: 0 for no effect and ±100 for the full control effect
Target sequence (P48426 whole entry, looked up): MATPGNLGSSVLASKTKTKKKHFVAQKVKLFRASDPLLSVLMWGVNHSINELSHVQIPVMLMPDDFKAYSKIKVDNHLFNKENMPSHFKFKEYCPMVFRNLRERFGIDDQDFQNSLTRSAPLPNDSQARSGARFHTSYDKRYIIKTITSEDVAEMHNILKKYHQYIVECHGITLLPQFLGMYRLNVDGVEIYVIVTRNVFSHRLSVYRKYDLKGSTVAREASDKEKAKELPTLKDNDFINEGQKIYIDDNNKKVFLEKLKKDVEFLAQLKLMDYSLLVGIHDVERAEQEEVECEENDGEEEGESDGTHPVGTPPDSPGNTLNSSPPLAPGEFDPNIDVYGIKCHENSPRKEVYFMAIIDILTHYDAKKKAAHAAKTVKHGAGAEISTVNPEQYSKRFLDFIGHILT
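ADP-Glo luminescence end-point read after a 60 min room-temperature kinase reaction of PI5P4Kalpha plus substrate, initiated with ATP at 5 microM final. Buffer: 0.038 M HEPES pH 7.4, EGTA, 0.1% CHAPS, 5% DMSO.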
EPAC2 antag: qHTS for Antagonist of cAMP-regulated guanine nucleotide exchange factor 2 (EPAC2): primary screen; actives 0.18% (n = 360,000); Potency, µM (highest dose often 114 µM), without a hit: at the highest dose activity, negative = inhibition, actives largely listed as inhibitors; EPAC2 GEF exchange of Rap1B-BODIPY-GDP, fluorescence; AID 720708, 2013; note: potency is the fitted concentration of half-maximal effect; % is set by controls: 0 for no effect and ±100 for the full control effect; nearly all actives have a fitted effect of over 45% in size; many of its hits are not listed in these tables
Active calls of the source: *; ? = inconclusive; · = no result given; & = joins results of further samples; [ ] = another dose, or the depositor's remark. Unless noted, calls come from the whole dose curve; as a rule, active = well fitted curve in the direction sought with a large enough effect; inconclusive = small, poorly fitted or top-dose-only effect, or another doubt; inactive = no such curve, though single readings can be large; an effect the other way counts as inactive or inconclusive.

SMILES	CCT chaperon mod	PLK1 PBD block	MmCpn inh	EPAC1 antag	EPAC1 agonist	WRN helicase inh	PI5P4Ka inh	EPAC2 antag
Cn1nccc1CNC(=O)c1ccnn1C	-1.6	-2%	3%	3%	5%	-23%	7	4%
COc1cccc(C2=NOC(C(=O)Nc3ccc4c(c3)OCO4)C2)c1 (stereo not given)	1.2	-2%	1%	5%	-6%	-9%	-2	7%
COC(=O)[C@]12CCCCC=C1N(Cc1ccc3c(c1)OCO3)C(=O)[C@H](CC(=O)N1CCC(c3ccccc3)CC1)C2	·	-2%	·	-17%	12%	-11%	3	-5%
Cc1ccc(-c2n[nH]c(=O)c3ccccc23)cc1S(=O)(=O)NC(C)(C)C	1.5	3%	2%	8%	-1%	2%	0	13%
CCn1c(SCC(=O)Nc2ccc(OC)cc2)nc2c(c1=O)SCC2	-1.9	-15%	1%	1%	-2%	-26%	-10	7%
O=c1[nH]c(C2CCN(S(=O)(=O)c3ccccc3)CC2)nc2c1nnn2Cc1c(F)cccc1Cl	2.5	3%	-1%	-24%	-8%	-13%	-3	1%
COc1ccccc1C1OCC(C)([N+](=O)[O-])CO1 (stereo not given)	-3.8	-15%	·	-4%	5%	16%	-5	-1%
COc1cccc(OC)c1C(=O)OCC(=O)NC(=O)NCc1ccccc1	-0.9	0%	3%	-10%	11%	-27%	-3	11%
O=C(N/N=C/c1cccnc1)c1cc(-c2ccccc2Cl)nc2ccccc12	0.7	-2%	-1%	1%	-5%	-6%	0	-3%
Cc1ccc(-c2nnn(CC(=O)N(CC(=O)NC3CCCC3)c3cnc4ccccc4c3)n2)o1	-2.4	2%	0%	-3%	0%	4%	·	-10%
O=C(COn1nnc2ccc(C(F)(F)F)cc21)Nc1c(Cl)cccc1Cl	-1.7	-14%	-3%	?	1%	-2%	-5	-13%
CC(C)OC(=O)CSc1nnc(-c2ccccn2)n1-c1ccccc1	-9.3	-1%	1%	13%	0%	-7%	7	0%
COc1ccccc1N(CC(=O)NCCC1=CCCCC1)S(=O)(=O)c1ccccc1	0.4	1%	2%	-18%	4%	-5%	4	-23%
O=C(Nc1ccc(N2CCN(C(=O)c3ccco3)CC2)c(Cl)c1)c1cccnc1	-0.2	-1%	3%	7%	1%	15%	2	12%
COc1ccc(C(=O)/C=C/c2ccsc2)cc1CSCC(=O)O	-2.6	-17%	-3%	-3%	3%	?	-13	-14%
CC1(C)N([O-])C(c2ccccc2)=C[N+](=O)C1(C)C	-0.7	?	2%	-4%	8%	3%	-4	-3%
CCCN(CC(=O)Nc1ccccc1C)C(=O)C1CCCN(C(=O)c2ccc(Cl)cc2)C1 (stereo not given)	-4.8	-1%	-4%	-5%	-1%	6%	1	2%
CC(C)Nc1ncnc2[nH]ncc12	-3.3	4%	·	-6%	-3%	3%	-5	4%
COc1ccc(CNc2nc3nc(C)c(Cl)c(C)n3n2)cc1OC	0.4	-8%	·	-15%	4%	2%	0	1%
COc1ccc(NC(=O)Nc2cccnc2)c(OC)c1	0.1	-5%	0%	6%	-12%	2%	-2	3%
CN1CCC(NC(=S)Nc2cccc([N+](=O)[O-])c2)CC1	0.8	-20%	-2%	10%	-3%	4%	-17	1%
CCOc1ccc2[nH]c3c(N4CCN(C(=O)c5ccco5)CC4)ncnc3c2c1	-0.2	-7%	-1%	7%	-2%	-19%	?	1%
CC(C)Cc1nnc(NC(=O)c2cc(-c3ccccc3)nc3ccccc23)s1	-2.9	?	-2%	1%	17%	-21%	-1	-5%
COc1ccc(C2C(C#N)=C(N)Oc3c2c(C)nn3-c2ccccc2)cc1Cn1nc(C)c([N+](=O)[O-])c1C (stereo not given)	-2.5	?	0%	-8%	15%	-24%	-16	-6%
C/C(CC(=O)Nc1ccc([N+](=O)[O-])cc1)=N/NC(=O)C1C2CCCCC21 (stereo not given)	-3.0	-23%	-1%	-29%	13%	-8%	-4	-16%
Following part
SMILES	CCT chaperon mod	PLK1 PBD block	MmCpn inh	EPAC1 antag	EPAC1 agonist	WRN helicase inh	PI5P4Ka inh	EPAC2 antag
O=C1c2ccccc2[C@@H]2C[C@H]3O[C@H]3CCN12	-0.2	-4%	2%	8%	7%	10%	0	5%
CN(Cc1ccon1)C(=O)C1CCC(=O)N(Cc2ccc(Cl)cc2)C1 (stereo not given)	-1.6	8%	2%	-2%	-4%	-16%	-2	7%
CC(C)N(C(=O)Cn1c(SCC(=O)NC2CC2)nc2ccccc21)C(C)C	-0.8	1%	-4%	-16%	1%	-1%[57.1 µM]	0	0%
CC(=O)Nc1cc(-c2nn3c(C)nnc3s2)ccc1C	0.5	-3%	0%	-8%	-1%	0%	-4	-4%
COc1cccc(C2(O)CCN(C(=O)C3CCC3)CC2)c1	-2.0	-13%	0%	11%	10%	3%	4	8%
CC(C)(C)C1CCc2c(sc(N)c2C(N)=O)C1 (stereo not given)	-1.3	?	-2%	-2%	-5%	-12%	?	7%
O=C(O)c1ccc(NCc2cccnc2)cc1	-2.3	-4%	-2%	6%	5%	0%	·	0%
COc1ccc(S(=O)(=O)N(CC(=O)N2CCN(c3ccccc3OC)CC2)c2ccccc2)cc1	0.3	3%	0%	-4%	-4%	-12%	6	3%
CN1CCN(CCC2Oc3cc([N+](=O)[O-])ccc3NC2=O)CC1 (stereo not given)	-1.7	-5%	1%	4%	9%	0%	5	3%
O=C(c1ccc(F)cc1)c1cn[nH]c1-c1ccccc1O	-0.5	-3%	-3%	0%	5%	0%	·	0%
CCOC(=O)C1(C)CCCN(C(=O)c2ccc3ccccc3c2)C1 (stereo not given)	1.0	6%	·	11%	-5%	4%	2	6%
CC(NC(=O)c1cccs1)C(c1cccs1)N1CCN(Cc2ccccc2)CC1 (stereo not given)	-1.1	-12%	1%	-17%	14%	-11%	·	-7%
CCC(CO)NCC#Cc1ccccc1 (stereo not given)	3.0	-7%	0%	1%	3%	0%	-7	19%
COc1ccc2oc(C(=O)OCC(=O)NC(C)(C#N)C3CC3)c(C)c2c1 (stereo not given)	-1.0	0%	0%	5%	7%	-7%	0	-4%
COc1ccccc1NC(=O)c1nn(-c2ccc(Cl)cc2)ccc1=O	-1.0	-7%	2%	2%	-12%	-10%[57.1 µM]	8	3%
CN1CCN(c2cccc3c2S(=O)(=O)N[C@H](Cc2ccccc2)CO3)CC1	0.4	-1%	·	?	-15%	7%	9	8%
CCCCN(C(=O)COC(=O)c1ccccc1)c1c(N)n(CCC)c(=O)[nH]c1=O	0.0	-9%	-1%	-1%	8%	-1%	5	-11%
CN=C(Nc1cc(C)nn1-c1ccccc1)c1ccc(F)cc1	0.7	1%	-1%	4%	6%	-9%	·	3%
CCc1ccc(Nc2nnc(SCC(=O)NC(=O)c3cccn3C)s2)cc1	0.0	-15%	-15%	-9%	-1%	-4%	-28	-2%
CC(=O)N1c2ccc(S(=O)(=O)N3CCCC(C(=O)Nc4ccc(C)cc4C)C3)cc2CC1C (stereo not given)	-1.0	4%	-1%	-2%	-9%	-4%	-5	45%[activator]
CC(=O)Nc1ccc(-c2csc(Nc3ncccn3)n2)cc1	-2.0	5%	-3%	-9%	5%	-2%	-1	-1%
CC(CNC(=O)C(C)(C)C)NC(=O)C(C)(C)C (stereo not given)	-1.1	-7%	3%	6%	-9%	6%	-3	16%
O=C(COC(=O)c1ccccc1-n1cnnn1)c1ccc(F)cc1	-2.6	-13%	-1%	3%	14%	6%	5	0%
CCN(CC)S(=O)(=O)c1ccc(C(=O)Nc2nnc(NC(=S)Nc3ccccc3)s2)cc1	-3.7	-21%	-6%	-5%	2%	7%	-59*	14%
CC1(/[N+]([O-])=C/c2ccccc2F)CCCCC1=O (stereo not given)	0.9	0%	0%	11%	4%	-12%[57.1 µM]	-4	4%

Profiles from above. Order of values: CCT chaperon mod	PLK1 PBD block	MmCpn inh	EPAC1 antag	EPAC1 agonist	WRN helicase inh	PI5P4Ka inh	EPAC2 antag
`COc1ccc(S(=O)(=O)N(CC(=O)N2CCN(c3ccccc3OC)CC2)c2ccccc2)cc1` is listed with 0.3	3%	0%	-4%	-4%	-12%	6	3%
`CC(CNC(=O)C(C)(C)C)NC(=O)C(C)(C)C` (stereo not given) is listed with -1.1	-7%	3%	6%	-9%	6%	-3	16%
`O=C1c2ccccc2[C@@H]2C[C@H]3O[C@H]3CCN12` is listed with -0.2	-4%	2%	8%	7%	10%	0	5%

Additional results:
SMILES	CCT chaperon mod	PLK1 PBD block	MmCpn inh	EPAC1 antag	EPAC1 agonist	WRN helicase inh	PI5P4Ka inh	EPAC2 antag
CC(C)(C)OC(=O)N1CCCN(C(=O)Nc2ccc(OC(F)(F)F)cc2)CC1	1.2	-2%	1%	-10%	-12%	-5%	7	-7%
Cn1nccc1C(=O)OCC(=O)Nc1cccc(Cl)c1	2.0	-5%	-4%	-6%	-8%	-2%	1	27%
Cc1ccc2c(c1)C(=O)C(=O)N2CC(=O)Nc1ccccc1NC(=O)c1ccccn1	-0.3	-13%	4%	-14%	4%	-34%	-17	1%
CC(Sc1ccccc1)C(=O)N1CCN(S(=O)(=O)c2ccccc2)CC1 (stereo not given)	0.8	-6%	-6%	11%	-6%	-22%	6	6%
Cc1cc(C(F)(F)F)nn1Cc1n[nH]c(=S)n1-c1ccc(Cl)cc1	-3.7	3%	2%	4%	-4%	1%	9	6%
COc1ccc([C@@H](OC)[C@@]2(Cc3ccc(O)cc3)N=C(N)N(C)C2=O)cc1	-1.2	3%	1%	-17%	0%	3%	8	-3%
O=C(NCc1cccs1)c1csc2c1CCCCC2	-2.4	-6%	3%	4%	-6%	-3%	·	6%
CCn1c(SCC(=O)O)nc2sc3c(c2c1=O)CCC3	-0.2	?	?	-3%	6%	?	?	-3%
CCOC(=O)c1oc2ccccc2c1CN1CC(C)OC(C)C1 (stereo not given)	-0.4	-4%	1%	-3%	-5%	-6%	5	?
CC1(C(=O)Nc2ccc(F)c(Cl)c2)Cc2c(-c3ccccc3)ccnc2O1 (stereo not given)	0.5	3%	·	-4%	2%	1%[57.1 µM]	22	-11%
O=C(O)Cc1csc(-c2cccc(Oc3ccccc3)c2)n1	0.3&0.0	-5%&-5%	-4%&-4%	-8%&-12%	5%&4%	1%&-7%	-6&3	-5%&-2%

High-throughput results: PubChem, National Center for Advancing Translational Sciences (NCATS)

This is a subset; the hit share may differ from the screen's.
